Bioassay records deposited in PubChem BioAssay by Broad Institute.
E-selectin induc = E-selectin induction on HUVECs; P16581; HUVEC E-selectin immunofluorescence imaging; normalized: neutral wells 0, TNF-alpha wells 100; activation, % at 7.58 µM; hit rate 0.37% among 260,000;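 active means mean E-selectin-positive cell signal at least 10% of the positive control, reached in at least 60% of replicates, without over 20% cell loss; inconclusive means no rule given, readout overlaps actives, possibly toxicity-flagged; inactive means the rest, including those meeting only one limit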;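 further: in these data hits start at about 27%; measured in HUVEC primary endothelial cells; signal is the percent of cells scored E-selectin positive by PE staining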
Target sequence (P16581 whole entry, looked up): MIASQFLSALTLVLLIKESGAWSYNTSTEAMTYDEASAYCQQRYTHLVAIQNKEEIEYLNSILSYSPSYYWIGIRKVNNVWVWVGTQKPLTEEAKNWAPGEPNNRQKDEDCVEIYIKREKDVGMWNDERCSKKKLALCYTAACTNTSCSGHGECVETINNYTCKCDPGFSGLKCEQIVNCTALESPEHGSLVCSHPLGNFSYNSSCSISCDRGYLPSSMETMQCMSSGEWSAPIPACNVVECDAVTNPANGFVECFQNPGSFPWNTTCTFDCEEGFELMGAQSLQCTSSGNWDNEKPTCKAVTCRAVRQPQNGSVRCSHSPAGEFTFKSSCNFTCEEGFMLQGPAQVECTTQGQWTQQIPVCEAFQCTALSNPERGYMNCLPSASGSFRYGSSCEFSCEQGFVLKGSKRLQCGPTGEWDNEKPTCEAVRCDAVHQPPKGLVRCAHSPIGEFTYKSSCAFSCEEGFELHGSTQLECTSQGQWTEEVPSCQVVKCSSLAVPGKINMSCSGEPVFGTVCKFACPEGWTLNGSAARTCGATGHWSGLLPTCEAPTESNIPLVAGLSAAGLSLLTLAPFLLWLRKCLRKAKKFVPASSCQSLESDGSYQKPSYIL
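Assay system: HUVEC primary endothelial cells. Input: 3,000 HUVEC seeded per well. Doses: one compound dose added by pin transfer. Read-out basis: % PE-positive cells. Benchmarks: TNF-alpha high, DMSO low. Detection: immunofluorescence imaging. Buffer or medium: EGM-2, gelatin.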
PglD inh = inhibitors of Campylobacter jejuni PglD acetyltransferase; purified PglD enzyme, DTNB colorimetric CoA detection; inhibition, % at 12.5 µM; hit rate 0.098% among 360,000; in the data active means inhibition above about 16%, passing the limit was not always enough; inconclusive means no clear call, values can overlap the other calls; further: strong numbers were not always called active
ERp5 block = ERp5 (human) disulfide isomerase inhibition | Q15084 | ERp5 insulin aggregation, absorbance 650 nm, 90 min | inhibition, % at 9.99 µM | hit rate 0.05% among 350,000 | AID 651711;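 active means mean replicate inhibition above about 25%, with every replicate also reaching it, limit read from the data, passing the limit was not always enough; inconclusive means only one of those two criteria met; inactive means neither criterion met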
S100A4 MyoIIA = inhibitors of human S100A4 binding to myosin IIA peptide; P26447; S100A4/TAMRA-MyoIIA peptide fluorescence polarization; inhibition, % at 10.7 µM; hit rate 0.14% among 360,000;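 active means mean inhibition of at least 70% across replicates, with every replicate also reaching that level; inconclusive means mean inhibition reaches 70% but some replicates fall short; inactive means mean inhibition below 70%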
Target sequence (P26447 whole entry, looked up): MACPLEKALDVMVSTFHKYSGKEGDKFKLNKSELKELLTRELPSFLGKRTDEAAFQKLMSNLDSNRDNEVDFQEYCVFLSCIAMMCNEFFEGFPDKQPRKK
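Material: S100A4 monomer protein | Medium: HEPES pH 7.2 with CaCl2, KCl, NaCl, DTT, Triton | Reagent: Labelled myosin peptide probe, 5 nM | Doses: One dose per compound | Times: 5 min incubation before reading | Benchmarks: Neutral control DMSO, positive control TFP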
Statin myotox sup = suppression of simvastatin myotoxicity | hit rate 0.78% among 330,000 | rescue of ATP level, % at 7.49 µM | C2C12 myotubes + simvastatin, ATP luminescence, 48 h; scaled: DMSO 0, geranylgeraniol control 100;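 active means mean ATP rescue above about 67%, or every replicate alone reaching that limit, limit read from the data, passing the limit was not always enough; inconclusive means no clear call, values can overlap the other calls; inactive means mean under the limit and some replicate under it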;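 further: myotubes were challenged with 10 µM simvastatin during compound exposure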
DENV2 CPE rescue = inhibitors of DENV2 cytopathic effect. DENV2-infected cells, cytopathic effect rescue, plate reader. CPE inhibition, % at 9.99 µM. hit rate 1.7% among 350,000. AID 651640; in the data active means CPE inhibition above about 20%, passing the limit was not always enough; inconclusive means no clear call, values can overlap the other calls; tested in BHK-21 cells;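 further: 0% = median of neutral control wells and 100% = median of positive control wells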
SIRT5 block = blocks human SIRT5 desuccinylation of peptide; Purified SirT5, succinyl-peptide AMC, trypsin-coupled fluorescence; Q9NXA8; inhibition, % at 15 µM; hit rate 1.1% among 330,000; in the data active means inhibition above about 15%; inconclusive means no clear call, values can overlap the other calls
Active calls of the source: *; ? = inconclusive; nt = not tested or not shown.

SMILES | E-selectin induc | PglD inh | ERp5 block | S100A4 MyoIIA | Statin myotox sup | DENV2 CPE rescue | SIRT5 block
O=C(NCc1ccccn1)c1cc2cc(Br)ccc2oc1=O | nt | nt | -5 | 0 | ? | -4 | 1
O=C(c1cc(COc2cccc(C(F)(F)F)c2)on1)N1CCC(c2ccccc2)CC1 | nt | -4 | 3 | -5 | nt | 5 | 2
CC(C)c1ccc(NC(=O)Nc2cnccn2)cc1 | nt | -7 | 3 | -6 | -46 | -8 | 0
Cc1ccc(-c2cnc3c(c2)C(=O)N([C@@H](C)CO)C[C@@H](C)[C@H](CN(C)Cc2ccccc2C(=O)O)O3)cc1 | nt | -2 | 8 | -2 | -2 | -8 | -6
N#C[C@H]1[C@@H](c2ccc(C#Cc3ccccc3F)cc2)[C@H](CO)N1C(=O)c1cccnc1 | 0.6 | 1 | 2 | 3 | -29 | -3 | 3
Cc1cc(S(=O)(=O)Nc2ccc(C(=O)NCC(c3ccco3)N(C)C)cc2)ccc1F (stereo not given) | 0.5 | 2 | 0 | -2 | 2 | 19 | 4
CN1c2ccc(-c3ccc(F)cc3)cc2[C@@H]2[C@@H](CCN2C(=O)Cc2ccccn2)[C@@H]1CO | -0.8 | -2 | 2 | -1 | 17 | ? | -4
COc1ccc(NC(=O)c2cccc(N3C(=O)c4ccc(C(=O)Nc5ccc(OC)c(O)c5)cc4C3=O)c2)cc1O | 1.2 | -4 | 14 | 6 | 2 | -4 | 0
Clc1ccc(Cl)c(-c2nc(-c3ccncc3)no2)c1 | 0.1 | -8 | 2 | -2 | -2 | 0 | 0
O=C(CNC(=O)c1cnccc1C(F)(F)F)c1cccc(Cl)c1 | nt | 8 | 0 | 19 | 78* | 0 | 0
CC(C)Cn1c(=O)[nH]c(=O)c2c(C(F)(F)F)cc(-c3ccccc3)nc21 | 0.0 | -3 | 6 | 0 | -8 | 5 | -1
CC1=C(C(=O)OCC(Br)(Br)Br)C(c2cccc([N+](=O)[O-])c2)NC(=O)N1CCCC(=O)O (stereo not given) | -0.2 | -2 | 3 | -2 | 8 | -1 | 23*
Cc1cc(NC(=O)[C@H](C)NC(=O)c2ccco2)ccc1Br | -0.3 | -2 | 0 | -2 | -12 | 7 | -2
CC1=NN(C(=O)c2ccccc2-n2cccc2)C(O)(C(F)(F)F)C1 (stereo not given) | nt | 1 | -4 | 0 | -2 | -1 | -6
COc1ccc(NC(=O)N2CCCCN3[C@H](C2)[C@H](c2ccc(C#Cc4ccccn4)cc2)[C@@H]3CO)cc1 | -0.2 | -2 | -4 | 2 | 15 | 8 | -3
CC1(C)CC(=O)C=C(c2n[nH]nc2C2CC2)C1 | -0.4 | 3 | -5 | -1 | 1 | -7 | -1
C[C@@H]1c2ccccc2N2C[C@H](Cc3ccc(C(=O)c4ccccc4)cc3)C[C@@H]12 | -0.1 | -2 | -2 | 0 | -2 | 9 | -3
O=C(c1cc(Cl)ccc1O)N1CCN(S(=O)(=O)c2cccs2)CC1 | nt | nt | 9 | -6 | nt | 2 | -4
COc1ccccc1CNC(=O)COC(=O)c1nc(Cl)ccc1Cl | -0.5 | 6 | 6 | -4 | -6 | 1 | 2
CCOc1ccc(OCCCC(=O)NCCc2ccc(OC)cc2)cc1 | -0.2 | 3 | 3 | -1 | 1 | -3 | -5

Complete entries, quoted from the list. Order of screens: E-selectin induc	PglD inh	ERp5 block	S100A4 MyoIIA	Statin myotox sup	DENV2 CPE rescue	SIRT5 block
Listed for `O=C(c1cc(Cl)ccc1O)N1CCN(S(=O)(=O)c2cccs2)CC1` = nt	nt	9	-6	nt	2	-4
Listed for `CC1=NN(C(=O)c2ccccc2-n2cccc2)C(O)(C(F)(F)F)C1` (stereo not given) = nt	1	-4	0	-2	-1	-6
Listed for `Cc1cc(NC(=O)[C@H](C)NC(=O)c2ccco2)ccc1Br` = -0.3	-2	0	-2	-12	7	-2
Listed for `CC1=C(C(=O)OCC(Br)(Br)Br)C(c2cccc([N+](=O)[O-])c2)NC(=O)N1CCCC(=O)O` (stereo not given) = -0.2	-2	3	-2	8	-1	23*
Listed for `CCOc1ccc(OCCCC(=O)NCCc2ccc(OC)cc2)cc1` = -0.2	3	3	-1	1	-3	-5

(list continues)
SMILES | E-selectin induc | PglD inh | ERp5 block | S100A4 MyoIIA | Statin myotox sup | DENV2 CPE rescue | SIRT5 block
C[C@@H]1CN([C@H](C)CO)C(=O)c2cc(/C=C/c3ccccc3)cnc2O[C@H]1CN(C)Cc1cccc(C(=O)O)c1 | -0.1 | -1 | -6 | -25 | 9 | -3 | -5
CCOc1ccc(-c2cc(NC(=O)c3c(F)cccc3F)c(C(=O)O)s2)cc1 | -0.1 | 6 | 1 | 6 | 3 | 0 | 2
CN[C@H]1C[C@H]2c3cc(N4CCN(C)CC4)ccc3CCN2C(=O)[C@H]1[C@H](C)O | nt | 2 | 2 | -3 | 10 | ? | nt
Cc1cc(NC(=O)COc2ccccc2C(N)=O)no1 | 0.1 | 0 | 0 | -2 | -1 | -7 | nt
COc1ccccc1C(=O)Nc1ccc2c(c1)OC[C@H](C)N(C)C[C@@H](C)[C@H](OC)CN(C)C2=O | 2.0 | -3 | -1 | -3 | 3 | -2 | 2
COc1ccc(-c2nnc(NC(=O)C(C)C)o2)cc1 | 0.3 | 5 | 0 | 5 | nt | 11 | -1
Cc1noc(C)c1NC(=O)N[C@H]1CC[C@H](CCNC(=O)C2CCOCC2)O[C@H]1CO | 1.7 | 13 | -1 | 2 | -1 | -3 | 2
Nc1c(C(=O)O)sc2nc(-c3ccc(F)cc3)cc(-c3ccccc3)c12 | nt | 1 | -2 | -8 | 10 | -4 | 0
COc1ccc(NC(=O)N(C)C[C@@H]2Oc3c(NC(=O)C4CC4)cccc3C(=O)N([C@@H](C)CO)C[C@@H]2C)cc1 | 0.0 | 5 | 20 | 2 | 9 | 0 | 3
COc1cccc(OC)c1C(=O)Nc1cccc(-c2nc3ccccc3[nH]2)c1 | 3.8 | nt | -1 | 2 | nt | -4 | -2

Ordered by the number under PglD inh (lowest first): 3 of the compounds above
| molecule | PglD inh |
| --- | --- |
| COc1ccccc1C(=O)Nc1ccc2c(c1)OC[C@H](C)N(C)C[C@@H](C)[C@H](OC)CN(C)C2=O | -3 |
| COc1ccc(NC(=O)N(C)C[C@@H]2Oc3c(NC(=O)C4CC4)cccc3C(=O)N([C@@H](C)CO)C[C@@H]2C)cc1 | 5 |
| CCOc1ccc(-c2cc(NC(=O)c3c(F)cccc3F)c(C(=O)O)s2)cc1 | 6 |

The list goes on.
SMILES | E-selectin induc | PglD inh | ERp5 block | S100A4 MyoIIA | Statin myotox sup | DENV2 CPE rescue | SIRT5 block
O=C(Cc1ccc([N+](=O)[O-])cc1)NCC1CCCO1 (stereo not given) | 3.9 | -1 | 2 | -5 | 10 | 1 | -2
CCS(=O)(=O)N1CCC2(CC1)CN(S(=O)(=O)c1ccccc1)[C@@H](CO)c1c2c2ccc(OC)cc2n1C | 0.0 | nt | -1 | 4 | nt | 0 | nt
Cc1occc(=O)c1OCc1c(F)cccc1Cl | nt | nt | 4 | 4 | nt | 3 | 0
S=C(NCCCN1CCOCC1)N(Cc1ccccc1)Cc1ccccc1 | nt | 3 | -2 | -4 | 16 | 3 | -4
CC(C)NC(=O)N(C)C[C@@H]1OCCCC[C@H](C)Oc2ccc(NS(C)(=O)=O)cc2C(=O)N([C@@H](C)CO)C[C@H]1C | -0.3 | 8 | 0 | 12 | nt | 2 | 1
CNC(=S)N(CCc1c(C)[nH]c2ccc(Cl)cc12)Cc1cc(OC)c(OC)c(OC)c1 | 0.1 | 3 | -2 | -1 | -13 | 12 | -1

These rows are one share of the data (hit frequency here may not be typical).
